ARNT TACC3 PPI: ARNT/TACC3 interaction disruption. Q9Y6A5. AlphaScreen His-ARNT PAS-B/GST-TACC3 binding, luminescence; TACC3 fragment carries E629A point mutation. inhibition, % at 9.99 µM. 390,000 tested, 0.66% active. AID 623870;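 active means mean inhibition of replicates at least 50% and at least half of replicates each reaching 50%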;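 further: 0% = complete ARNT plus TACC3 wells and 100% = ARNT alone without TACC3; many hits fall short of the cut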
* marks the source's active call; other numbers are inactive results. These rows are one share of the data. The share of hits here may be higher or lower than overall.

The opening 5 entries as a preview:
SMILES	ARNT TACC3 PPI
O=[N+]([O-])c1cc(/C=N/N2CCN(C3c4ccccc4-c4ccccc43)CC2)ccc1Cl	-8
COc1ccc(N(C(=O)CCl)C(C)(C(=O)Nc2c(C)cccc2C)c2ccccn2)cc1 (stereo unspecified)	-11
CCOc1ccccc1NC(=O)Cn1[nH]c(=O)c2ccccc2c1=O	5
O=c1[nH]n(-c2ncnc3c2cnn3-c2ccccc2)c(=O)c2ccccc12	-5
COc1cc(C(C)=O)ccc1OCC(=O)c1cc(C)n(C2CC2)c1C	-3

The listing, previewed entries included:
SMILES	ARNT TACC3 PPI
O=[N+]([O-])c1cc(/C=N/N2CCN(C3c4ccccc4-c4ccccc43)CC2)ccc1Cl	-8
COc1ccc(N(C(=O)CCl)C(C)(C(=O)Nc2c(C)cccc2C)c2ccccn2)cc1 (stereo unspecified)	-11
CCOc1ccccc1NC(=O)Cn1[nH]c(=O)c2ccccc2c1=O	5
O=c1[nH]n(-c2ncnc3c2cnn3-c2ccccc2)c(=O)c2ccccc12	-5
COc1cc(C(C)=O)ccc1OCC(=O)c1cc(C)n(C2CC2)c1C	-3
COc1ccc(/C=N/NC(=O)c2nonc2C)cc1	-3
CC1=Nn2c(nnc2-c2ccccn2)SC1	44*
O=C(Nc1ccc(F)cc1)N1CCN(c2nc3ccccc3s2)CC1	-6
COc1ccc(-c2cc(C(F)(F)F)nc(SCCC(=O)N3CCOCC3)n2)cc1	-3
O=C(c1c[nH]c(C(=O)C(Cl)(Cl)Cl)c1)c1ccccc1Cl	2
CC(=O)Nc1ccc(NC(=O)CCNS(=O)(=O)c2cccc3nsnc23)cc1	2
O=C(/C=C\Nc1cccc(F)c1)c1cccs1	-4
Cc1cc(C(=O)N/N=C/c2cc(N=Nc3ccccc3)ccc2O)n[nH]1	1
Cc1ccc(NC(=O)NCC(c2cccnc2)N2CCOCC2)cc1 (stereo unspecified)	-8
CC(/C=C/C(=O)c1ccc(C)cc1)=C\c1ccccc1	-4
Nc1nonc1C(=O)NCCNCc1ccccc1	-10
CCNc1nc(OCCNS(=O)(=O)c2cc(C)ccc2C)nc(N(C)C)n1	-9
Oc1ccc2ccccc2c1C=Nc1ccccc1-c1nc2ccccc2[nH]1	-18
O=C(CSc1cccc2cccnc12)N1CCCC1	87*
Cc1ccc(Cn2c(S(=O)(=O)O)nc3ccccc32)cc1	-4
COc1cc2c(cc1NC(=O)c1ccncc1)oc1ccccc12	1
O=C1CSC(c2c(F)cccc2Cl)N1c1cccc(F)c1 (stereo unspecified)	18
N#Cc1ccc(C(=O)Nc2ccc(S(=O)(=O)NC3=NCCCCC3)cc2)cc1	1
COC1(OC)N=C(N)C2(C#N)C(c3ccccc3)NC(C)=CC12C#N (stereo unspecified)	57*
Cc1nc2c3cnn(-c4ccc(C)c(C)c4)c3ncn2n1	1
CC(C)C(NC(=O)C(c1ccccc1)c1ccccc1)c1nc2ccccc2[nH]1 (stereo unspecified)	9
Cc1ccc(NC(=O)CCn2cnc3ccccc3c2=O)cc1Cl	19
C/C(=N\N=C(c1ccccc1)c1ccccc1)c1ccco1	11
CCCCN(CC)CCNC(=O)c1[nH]c(C)c(C(C)=O)c1C	-10
CCOc1ccc2c(c1)C(C)=CC(C)(C)N2C(=O)Nc1ccccc1	48*
CCN(CC)S(=O)(=O)c1cccc2cccnc12	1
N#CCN1C(=S)N=C(Nc2cccc(Cl)c2)C12CCCCC2	-4
Cn1c(-c2ccccc2Br)n[nH]c1=S	-13
CCCCn1c(=O)[nH]c(=O)c2c1nc(COc1ccc(C#N)cc1)n2CCC	-7
CCOC(=O)c1nnn(-c2nonc2N)c1CN(CC)c1ccccc1	5
CCOC(=O)c1cccc(NC(=O)CCS(=O)(=O)c2cccc3nsnc23)c1	1
Cc1c(NC(=O)CCN2C(=O)c3ccccc3C2=O)c(=O)n(-c2ccccc2)n1C	-16
O=C(/C=C/c1cc[n+](CC(=O)c2ccc3cccc4c3c2CC4)cc1)c1ccc2cccc3c2c1CC3	0
O=C(CSc1nccn1-c1ncc(C(F)(F)F)cc1Cl)c1ccc(Br)cc1	9
CCOC(=O)c1c(C=O)c(C)n(Cc2ccccc2Cl)c1C	-13
O=C(Nc1nc(-c2ccncc2)cs1)c1ccc(S(=O)(=O)N2CCOCC2)cc1	3
COC(=O)c1cn(CC(=O)NC2CCCCC2)c2ccccc12	1
Cc1ccccc1-n1c(SCc2ccccn2)nc2n[nH]c(C)c2c1=N	7
COc1ccc(-c2cc(C(=O)OCC(=O)NC(C)(C)C)c3ccccc3n2)cc1	-2
COc1ccc(Oc2c(Cl)cnn(-c3ccc(Cl)c(Cl)c3)c2=O)cc1	-12
O=S(=O)(Cc1ccccc1)/C1=C(\N2CCOCC2)CCCCCC1	-5
c1ccc(NC2=NCCCCS2)cc1	0
OCCSc1nnc(Nc2ccccc2)s1	-13
CC(=O)c1ccc(N2CCN(C(=O)Nc3ccc(F)cc3)CC2)cc1	1
COc1ccc(Oc2ccccc2C=O)cc1	-3

Continued, overlapping the part above by 6 compounds.
SMILES	ARNT TACC3 PPI
COc1ccc(Oc2c(Cl)cnn(-c3ccc(Cl)c(Cl)c3)c2=O)cc1	-12
O=S(=O)(Cc1ccccc1)/C1=C(\N2CCOCC2)CCCCCC1	-5
c1ccc(NC2=NCCCCS2)cc1	0
OCCSc1nnc(Nc2ccccc2)s1	-13
CC(=O)c1ccc(N2CCN(C(=O)Nc3ccc(F)cc3)CC2)cc1	1
COc1ccc(Oc2ccccc2C=O)cc1	-3
O=C1CSC(=Nc2ccccc2Cl)N1	-5
CCN(CC)CCN(C(=O)c1ccc(S(=O)(=O)N2CCCCC2)cc1)c1nc2cc3c(cc2s1)OCO3	5
O=C(O)C1CC(=O)N(Cc2ccccc2)C1 (stereo unspecified)	-10
CN=c1scc(C)n1/N=C/c1ccc2c(c1)OCO2	4
COc1ccnc(N=CNOCc2ccc(F)cc2Cl)c1C#N	3
CCCOc1ccc(/C(O)=C2/C(=O)C(=O)N(CCN(C)C)C2c2ccc(O)c(OC)c2)cc1 (stereo unspecified)	-9
O=c1[nH]c2sc3c(c2c(=O)n1Cc1ccccc1)CCC3	13
Cc1cc(C)nc(NCC(O)CNc2ccccc2C)n1 (stereo unspecified)	0
COc1cc(C2C3CN(C)CC=C3C(C#N)=C(N)C2(C#N)C#N)ccc1OC(C)C (stereo unspecified)	-3
COc1cccc(N2CCN(Cc3ccsc3)CC2)c1	0

Four of the compounds above, as labelled records.
N#CCN1C(=S)N=C(Nc2cccc(Cl)c2)C12CCCCC2
  ARNT TACC3 PPI: -4
Cn1c(-c2ccccc2Br)n[nH]c1=S
  ARNT TACC3 PPI: -13
CCCCn1c(=O)[nH]c(=O)c2c1nc(COc1ccc(C#N)cc1)n2CCC
  ARNT TACC3 PPI: -7
CCOC(=O)c1nnn(-c2nonc2N)c1CN(CC)c1ccccc1
  ARNT TACC3 PPI: 5

The list goes on.
SMILES	ARNT TACC3 PPI
CCOc1ccc(CCNC(=O)CN2CCN(Cc3ccc(F)cc3)C2=O)cc1OCC	-2
NC(N)=N/N=C/c1ccc(OCc2ccc(Cl)cc2)cc1	19
CCOC1Cc2ccccc2N(C(N)=O)c2ccccc21 (stereo unspecified)	-1
Cc1nn(-c2ccc(C(F)(F)F)cn2)c(C)c1Oc1ccccc1O	-3
CCOc1cc2[nH]c(=O)n(Cc3ccccc3)c(=O)c2cc1OCC	-2
O=C(COC(=O)CC12CC3CC(CC(C3)C1)C2)Nc1ncc(Cl)cc1Cl	1
O=C(c1ccco1)N1CCN(C(=O)c2cc(-c3ccccn3)nc3ccc(Cl)cc23)CC1	7
O=C1CC(Sc2nnnn2C2CCCCC2)C(=O)N1c1ccccc1 (stereo unspecified)	0
Cc1ccc(-n2c(-c3ccncc3)nnc2-c2ccco2)cc1	-6
Cc1cccc(Oc2ccc(N)cc2)c1	0
Cc1csc(NC(=O)c2ccc(C)c(S(=O)(=O)N3CCCCC3)c2)n1	-15
CC(=O)c1cc(F)c(N2CCOCC2)cc1C	-5
Cc1cc(N2CCN(C)CC2)ccc1NC(=O)c1c2c(nc3ccccc13)CCN(Cc1ccccc1)C2	1
N#CC(C#N)=c1ccc2c(c1)NC1(CCCCC1)N=2	27
CCCN(CCC)S(=O)(=O)c1ccc(C(=O)OCCN2C(=O)c3cccc4c(N5CCOCC5)ccc(c34)C2=O)cc1	-37
O=C(COc1ccc(-n2cnnn2)cc1)N1CCN(c2ccc(F)cc2)CC1	1
O=S1(=O)N=C(N2CCc3ccccc3C2)c2ccccc21	-5
Cc1n[nH]c(=O)nc1NCc1ccccc1Cl	-6
O=C(N/N=C/c1c(O)n(-c2ccccc2Cl)c(=O)c2ccccc12)C1COc2ccccc2O1 (stereo unspecified)	-3
COCCn1nnnc1CN1C2CCCC1CC(NC(C)=O)C2 (stereo unspecified)	-1
Cc1cc(NC(=O)CSc2nc3ccccc3c(=O)n2Cc2ccc(F)cc2)no1	2
O=C(CSc1nc2ccccc2[nH]1)N1CCN(c2ccc(F)cc2)CC1	-2
CN1CCN(C(=O)c2cc3c(C(F)(F)F)nn(C)c3s2)CC1	-5
OCCSc1nncn1/N=C/c1c[nH]c2ccccc12	10
O=C(Oc1ccc(-c2cnc3ccccc3n2)cc1)c1ccc(Cl)c([N+](=O)[O-])c1	0
CC(C)CCNC(=O)Nc1ccc2c(c1)N(C)C(=O)CS2	-5
CCOC(=O)c1[nH]c2ccc(OC)cc2c1C	-23
O=C(CCCCCn1c(=O)[nH]c2ccccc2c1=O)NCCc1c[nH]c2ccccc12	4
COC(=O)c1ccccc1NC(=O)c1nc2nc(C)cc(C(F)F)n2n1	-11
CN(NC(=O)c1ccccc1)c1nc2ccccc2nc1C(F)(F)F	-11

Four compounds picked at random from the list so far, as already listed:
SMILES	ARNT TACC3 PPI
O=S(=O)(Cc1ccccc1)/C1=C(\N2CCOCC2)CCCCCC1	-5
COc1cccc(N2CCN(Cc3ccsc3)CC2)c1	0
Cc1c(NC(=O)CCN2C(=O)c3ccccc3C2=O)c(=O)n(-c2ccccc2)n1C	-16
COc1ccc(N(C(=O)CCl)C(C)(C(=O)Nc2c(C)cccc2C)c2ccccn2)cc1 (stereo unspecified)	-11

Further records:
SMILES	ARNT TACC3 PPI
CCN(CC)CCCNC(=O)C(C)n1nc(C)c2sc3ccccc3c2c1=O (stereo unspecified)	3
CCOc1cc(/C=N/N=C(/N)c2nonc2N)cc(Br)c1OCc1ccc(Cl)cc1	3
CCOC(=O)c1ccccc1NC(=O)COC(=O)C1=COCCO1	-8
CCC1Oc2ccc(C)cc2N(CC(=O)N(Cc2cccnc2)Cc2cccc(F)c2)C1=O (stereo unspecified)	-10
Cc1ccc(C(=O)C(c2ccccc2)N2Cc3ccccc3C2=N)cc1 (stereo unspecified)	3
Cc1ncsc1CCOC(=O)C12CC3CC(CC(C3)C1)C2	-11
Cc1cc(C)c2c3c(sc2n1)C(=O)N(Cc1ccccc1)CC(=O)N3	-1
O=C(NCCCN1CCCCC1)c1ccc2c(c1)NC(=O)C(N1CCCCC1)S2 (stereo unspecified)	4
CCOC(=O)CC(=O)CSc1nnc2c(n1)[nH]c1ccccc12	-1
CCCc1[nH][nH]c(=O)c1C(c1cccc(Cl)c1)C(C#N)C#N (stereo unspecified)	-32
CCc1nnc(NC(=O)c2c(C)nn(-c3ccccc3)c2Cl)s1	0
CN(c1ccccc1C(=O)O)S(=O)(=O)c1ccc2c3c(cccc13)C(=O)N2	3
CCOC(=O)c1c(C)[nH]c(C2=NNC(=NC3CC3)SC2)c1C	11
CCN(C(=O)CSc1nnc(Cc2cccc3ccccc23)n1N)C1CCS(=O)(=O)C1 (stereo unspecified)	13
COc1ccc(N(CC(=O)Nc2cc(OC)ccc2OC)S(C)(=O)=O)cc1	8
O=C(CCCn1c(=S)[nH]c2cc3c(cc2c1=O)OCO3)N1CCN(c2ccccc2)CC1	1
COc1ccc(-n2ncc3c(SCC(=O)N4CCN(c5ccccc5OC)CC4)ncnc32)cc1	-6
CCOc1ccc(NC(=O)Cn2nnc(-c3ccccc3NC(=O)CC)n2)cc1	-2
CCCc1cc(=O)[nH]c(SCC(=O)N(CC)C2CCS(=O)(=O)C2)n1 (stereo unspecified)	-5
Cc1cc(Sc2ncnc(N)c2[N+](=O)[O-])ncn1	2
CCOC(=O)c1c(-c2cccc([N+](=O)[O-])c2)csc1NC(=O)CCCOc1ccccc1OC	-4
CC1CCC(NC(=O)C2CCN(c3cnccn3)CC2)CC1 (stereo unspecified)	0
Cc1onc(C(=O)Nc2ccc3c(c2)OCO3)c1[N+](=O)[O-]	-5
COc1cccc(N(C(=O)Cn2nnc(-c3cccs3)n2)C(C(=O)NC(C)C)c2ccc(C)o2)c1 (stereo unspecified)	2
Cc1cccc(CN2C(=O)N/C(=C/c3ccc(C)s3)C2=O)c1	-2
Cc1ccc(O)c(C(CC(=O)N2CCCC2)c2ccccc2)c1 (stereo unspecified)	6
CCC(C)c1ccc(NC(=S)Nc2ccc(OC)c(OC)c2)cc1 (stereo unspecified)	5
CCOC(=O)c1nnc2cc(-c3ccc(Br)cc3)nn2c1C	-11
CS(=O)c1ccccc1COC(=O)Nc1ccccc1 (stereo unspecified)	7
CC1CC(C)(C)CC2(C1)NC(=S)N(c1ccccc1)N2 (stereo unspecified)	2
O=C1OC2CCC1(c1ccccc1)C2 (stereo unspecified)	-4
O=C(COc1cc(Cl)c(Cl)cc1Cl)Nn1cnnc1	6
O=C(CCl)N(c1ccccc1)c1c[nH]c2ccccc12	-6
O=C(NO)c1ccc(C(=O)N(C2CCCCC2)C2CCCCC2)cc1	0

Screens (PubChem)
